Sm TGR block – S. mansoni TGR enzyme inhibition; Q962Y6; purified TGR, DTNB reduction, TNB absorbance 405 nm; 360,000 compounds, 3% hits; Potency, µM (series often up to 114 µM), for the others: at the highest dose activity change, negative = inhibition, most hits filed as inhibitors; active = well fitted inhibition curve with a large enough effect; inconclusive = small, poorly fitted or top-dose-only effect; inactive = no such curve, though single readings can be large or run the other way; note: nearly all actives have a fitted effect of over 60% in size
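Kinetic colorimetric format: TGR-catalysed, NADPH-driven DTNB reduction monitored via TNB absorbance. Enzyme dispensed at 20 nM; compound exposure 15 min at room temperature before reaction start.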
The depositor's hits bear a star; u = inconclusive; [ ] = another dose, or the depositor's remark. % is set by controls: 0 for no effect and ±100 for the full control effect; potency is the fitted concentration of half-maximal effect. Not all compounds are listed; rates above refer to the full screens.

SMILES	Sm TGR block
CCOC(=O)c1c(NC(=O)c2cc3nc(-c4ccc(OC)cc4)cc(C(F)(F)F)n3n2)sc2c1CCC(C)C2 (stereo unspecified)	-6%
O=C(CCC(=O)N1CC2CCCN2c2ccccc21)NCc1ccccc1Cl (stereo unspecified)	-1%
COc1ccccc1OCC(=O)NC1CC(=O)N(c2ccc3c(c2)OCCO3)C1 (stereo unspecified)	5%
COc1ccccc1N1CCN(c2cc(C)nc3nc(-c4ccc(C)cc4)nn23)CC1	-1%
CCOC(=O)c1c(C)[nH]c(C)c1S(=O)(=O)NCC(=O)Nc1cccc(SC)c1	-1%
CCCNC(=O)c1ccc(Cn2c(=O)c3cccn3c3cccnc32)cc1	2%
O=C(NCc1ccco1)c1ccc2c(c1)N(Cc1ccccc1F)C(=O)c1ccccc1S2(=O)=O	-15%
O=S(=O)(NCc1ccc(F)cc1)c1ccc2[nH]c3c(c2c1)CCCC3	0%
CCOc1ccc(CNS(=O)(=O)c2cc(-c3cc(C)no3)ccc2C)cc1OC	11%
Cc1ccc2oc3c(c(=O)c2c1)C(c1ccc(O)cc1)N(CCCN(C)C)C3=O (stereo unspecified)	3%
CCc1ccccc1NC(=O)C1=CC(c2ccc3c(c2)OCO3)=NS(=O)(=O)N1C	-7%
CCOc1ccc(S(=O)(=O)c2cn(Cc3cc(C)ccc3C)c3ccc(OCC)cc3c2=O)cc1	-7%
COC(=O)c1ccc(NC(=O)CN(Cc2ccccc2)S(=O)(=O)c2ccc(Cl)cc2)cc1	2%
COc1ccc(Nc2oc(/C=C/c3cc(OC)c(OC)c(OC)c3)nc2C#N)cc1	-2%
COc1ccc(C2C=C(c3ccccc3)Nc3nc(NC(=O)/C=C/c4ccccc4)nn32)cc1 (stereo unspecified)	1%
COc1ccccc1CNC(=O)c1cn(C)c2ccc(S(=O)(=O)N3CCC(C)CC3)cc2c1=O	4%
Cc1oc2ccc(O)c(CN3CCOCC3)c2c1C(=O)Nc1ccc(C(C)C)cc1	1%
Cc1cccc2c1-c1sc(C(=O)NCc3ccc(Cl)cc3)cc1CO2	9%
COc1ccc(CNC(=O)c2ccc(NC(=O)N3CCSc4ncccc43)cc2)cc1OC	2%
CN(C)c1ccc(CNC(=O)CCCn2ccc3cc(S(=O)(=O)N4CCCC4)ccc32)cc1	20%
COCCOC(=O)C1=C(C)NC(=O)NC1c1cn(-c2ccccc2)nc1-c1ccccc1 (stereo unspecified)	0%
CCCC12CN3CC(CCC)(CN(C1)C3c1c(C)[nH]c(=O)[nH]c1=O)C2=O (stereo unspecified)	3%
COc1ccc(Br)c(C(=O)Nc2cc3c(cc2N2CCCCC2)n(C)c(=O)c(=O)n3C)c1	-7%
Cc1cccc(NC(=O)CSc2cc(C)c3ccccc3n2)c1	5%
Cc1ccc2nc(CN3CCN(C(=O)Nc4ccc(C)c(F)c4)CC3)oc2c1	1%
Next part:
SMILES	Sm TGR block
O=C(Cn1cnc2nc3c(cc2c1=O)CCCC3)N1CCN(c2ccccc2)CC1	-6%
CCCSc1nnc2n(-c3cccc(C)c3)c(=O)c3c4c(sc3n12)CCCC4	2%
CCOc1ccc(S(=O)(=O)Nc2cccc(-c3ccc(OCC)nn3)c2)cc1	-5%
CCOC(=O)c1cccc(NC(=O)COc2ccc3c(C)cc(=O)oc3c2)c1	-1%
CCOC(=O)c1scc(-c2ccc(C)cc2)c1S(=O)(=O)Nc1cc(Cl)ccc1OC	-3%
O=C(Cn1cc(SCc2c(F)cccc2Cl)c2ccccc21)N1CCCC1	-5%
CCCC(=O)Nc1ccc(-c2nc3ncccc3o2)cc1C	-3%
O=C(CN(c1ccc(Cl)c(C(F)(F)F)c1)S(=O)(=O)c1ccccc1)N1CCc2ccccc2C1	-3%
Cc1ccc(NC(=O)c2nn(C)c3c2CS(=O)(=O)c2ccccc2-3)c(Cl)c1	-5%
CCOCCc1nnc(NC(=O)C(=O)c2cc(C)n(-c3ccc(C)cc3C)c2C)s1	7%
CC1=C(C(=O)Nc2cccc(C(F)(F)F)c2)C2(CCCCCC2)OC1=O	1%
CCOC(=O)c1ccc(NC(=O)c2ncn(-c3ccccc3)n2)cc1	-1%
COC(=O)c1cnn(-c2ccc(C(=O)Nc3ccc(OC(F)(F)F)cc3)cc2)c1N	0%
COc1ccccc1NC(=O)NCc1cccn1Cc1ccccc1	14%
CC1CCN(C(=O)Cn2c(=O)n(CC3CCC(C(=O)NC(C)C)CC3)c(=O)c3sccc32)CC1 (stereo unspecified)	3%
COc1ccc(C(C(=O)NCc2ccccc2)N(C(=O)Cn2nnc3ccccc32)c2cccc(OC)c2)cc1 (stereo unspecified)	6%
CCn1c(CN2CCCCC2)nc2cc(NC(=O)c3cc(OC)c(OC)c(OC)c3)ccc21	3%
Cc1ccccc1CCNC(=O)c1ccc2c(c1)nc1n2CCC(C)C1 (stereo unspecified)	0%
Cc1cc(C)cc(Oc2nc3c(C)cccn3c(=O)c2/C=C(\C#N)c2nc3ccccc3[nH]2)c1	-3%
COc1cc(C2c3c(-c4cc(C)ccc4O)n[nH]c3C(=O)N2CCCO)ccc1OCCC(C)C (stereo unspecified)	-2%
Cc1ccc(C(=O)Nc2ccc3nc(N4CCCCC4)cc(C)c3c2)cc1F	1%
Cc1ccc(CNC(=O)Cn2cc(S(=O)(=O)Cc3ccccc3F)c3ccccc32)cc1	-1%
CCN(c1ccc(C)cc1C)S(=O)(=O)c1nnc(NC(=O)c2ccccc2OC)s1	1%
O=C(COc1ccccc1)NCCc1csc(-c2ccc(Cl)cc2)n1	-3%
CCc1nc(SC)ncc1C(=O)NCc1cccc(Br)c1	-3%
(further entries)
SMILES	Sm TGR block
Cc1ccccc1Cn1c(CN2CCC(C(=O)NCCc3ccccc3)CC2)cc2ccccc21	1%
Cc1cc(=O)[nH]c2nnc(SCC(=O)Nc3ccc(F)cc3F)n12	14%
COc1cc([N+](=O)[O-])ccc1NC(=O)N1CCC2(CC1)Nc1cc(F)ccc1-n1cccc12	2%
CC(=O)c1ccc(NC(=O)c2ccc(-c3nc(COc4ccc(C)cc4)c(C)o3)cc2)cc1	11%
CCn1c(C)c(C2N3CC4(C)CN2CC(C)(C3)C4=O)c2ccccc21 (stereo unspecified)	2%
CC(=O)c1c(C)oc2c(Cl)cc(NS(=O)(=O)c3cc(C)c(C)cc3C)cc12	-1%
COCCn1c(C)cc(O)c(C(c2ccccc2)N2CCN(c3ccc(F)cc3)CC2)c1=O (stereo unspecified)	3.2µM*
COc1ccc(CNC(=O)C2CCC(CNS(=O)(=O)c3ccc4c(c3)CCCC(=O)N4)CC2)cc1 (stereo unspecified)	6%
Cc1c(C(=O)Nc2cccc(C(F)(F)F)c2)oc2ccc3c(c12)C(=O)CC(C)(C)O3	-1%
COc1ccc(C(=O)NCC(=O)OCc2cc(=O)n3nc(C4CCCCC4)sc3n2)cc1	2%
O=C(CSc1nc2ccccc2nc1Cc1ccc(F)cc1)Nc1ccc2c(c1)OCO2	3%
COC(=O)c1ccc(NC(=O)Cc2coc3cc(C)ccc23)cc1	1%
Cc1ccc(NC(=O)CSc2nc(=O)n(CCCN(C)C)c3c2CCC3)cc1F	-1%
COc1ccc(S(=O)(=O)c2c(Nc3ccc(F)cc3)sc(C(=O)c3ccc(C)cc3C)c2N)cc1	1%
COCCCNC(=O)C1CCN(Cc2cc3ccccc3n2Cc2ccccc2C)CC1	-10%
O=C(Nc1cccc(C(F)(F)F)c1)C1CCN(c2nnc(-n3cccc3)s2)CC1	4%
N#C/C(=C\c1ccccc1)C(=O)Nc1sc2c(c1C(N)=O)CCC2	-14%
Cc1ccc(S(=O)(=O)NCC(c2ccc(N(C)C)cc2)N2CCc3ccccc32)cc1 (stereo unspecified)	-4%
COC(=O)c1ccc(NC(=O)Cn2c(=O)nc(-c3ccccc3)c3ccccc32)cc1	15%
CC(=O)c1ccc(NC(=O)COc2ccccc2-c2nc(C)no2)cc1	-17%
Cc1cccc(Cn2cnc3c(oc4ccccc43)c2=O)c1	-1%
COc1cccc(Cn2nnc3c(=O)[nH]c(C4CCCN(C(=O)c5ccc(C)cc5)C4)nc32)c1 (stereo unspecified)	-7%
O=C(Cc1ccc(NC(=O)N2CCSc3ncccc32)cc1)NCc1cccc(Cl)c1	-7%
Cc1cccc(NC(=O)c2cc3c(=O)n(Cc4ccco4)ccc3nc2C)c1	0%
Cc1c(Cl)cccc1NC(=O)CSc1nc2ncccc2o1	38%[activator]

By substructure, the compounds so far with a thiophene ring, fused or not.
SMILES	Sm TGR block
CCOC(=O)c1c(NC(=O)c2cc3nc(-c4ccc(OC)cc4)cc(C(F)(F)F)n3n2)sc2c1CCC(C)C2 (stereo unspecified)	-6%
Cc1cccc2c1-c1sc(C(=O)NCc3ccc(Cl)cc3)cc1CO2	9%
CCCSc1nnc2n(-c3cccc(C)c3)c(=O)c3c4c(sc3n12)CCCC4	2%
CCOC(=O)c1scc(-c2ccc(C)cc2)c1S(=O)(=O)Nc1cc(Cl)ccc1OC	-3%
CC1CCN(C(=O)Cn2c(=O)n(CC3CCC(C(=O)NC(C)C)CC3)c(=O)c3sccc32)CC1 (stereo unspecified)	3%
COc1ccc(S(=O)(=O)c2c(Nc3ccc(F)cc3)sc(C(=O)c3ccc(C)cc3C)c2N)cc1	1%
N#C/C(=C\c1ccccc1)C(=O)Nc1sc2c(c1C(N)=O)CCC2	-14%

The list goes on.
SMILES	Sm TGR block
COC(=O)Cc1c(C)c2cc3c(c(C)c2oc1=O)OCN(CCc1ccc(OC)cc1)C3	-5%
Cc1sc(NC(=O)C2c3ccccc3Oc3ccccc32)c(C(=O)OC(C)C)c1C	-9%
Cc1oc(-c2ccc(C(=O)NCCCOC(C)C)cc2)nc1CS(=O)(=O)c1ccccc1	u
Cc1ccsc1CCN1C(=O)N(c2ccccc2)C(=O)C1CC(=O)Nc1ccc(F)cc1 (stereo unspecified)	6%
COc1cc(OC)cc(-c2cc3nc(C)c(CCC(=O)Nc4ccc(F)c(Cl)c4)c(C)n3n2)c1	-3%
Cc1cc(Cl)ccc1OCC(=O)N(Cc1ccco1)Cc1ccco1	0%
O=C(CSc1c2c(nc3ccc(Cl)cc13)CCCC2)NCc1ccccc1Cl	-17%
CCOC(=O)c1cc2c(=O)n3ccccc3nc2n(Cc2ccco2)c1=NC(=O)c1cccc(F)c1	u
CCc1ccc(-c2nc(CN3CCC(C(=O)NCCc4ccc(Cl)cc4)CC3)c(C)o2)cc1	2%
COc1ccc(CNC(=O)c2cc3c(s2)-c2c(C)cccc2OC3)cc1	-31%
Cc1cc(C)c2c(CC(=O)Nc3c(C(=O)c4ccc(F)cc4)oc4ccccc34)coc2c1	10%
COc1ccccc1Nc1ncc2c(n1)CCN(Cc1cc(F)cc(F)c1)C2	6%
CCCCOc1ccc(CNC(=O)c2cc3n(n2)CCCN(Cc2ccc(C)cc2)C3=O)cc1	-3%
Cc1cccc(N2CCN(C(=O)c3cccc(-n4c(C)nc5cccnc54)c3)CC2)c1C	-5%
CC(C)NS(=O)(=O)c1ccc2nc(NC(=O)c3cncc(Br)c3)sc2c1	0%
COc1cc(C(=O)n2nc(-c3ccco3)nc2NCc2ccc(Cl)cc2)cc(OC)c1OC	-25%
CCc1ccc(NC(=O)CC2C(=O)N(c3cccc(OC)c3)C(=O)N2Cc2ccc(F)cc2)cc1 (stereo unspecified)	2%
CCCOc1ccc(CNC(=O)c2oc3ccc4c(c3c2C)C(=O)CC(C)(CC)O4)cc1 (stereo unspecified)	2%
COc1ccc2c(CNCc3cccs3)c(C(=O)O)n(Cc3ccc(F)cc3Cl)c2c1	-6%
CCCOc1ccc(-c2cccc(NS(=O)(=O)c3ccccc3)c2)nn1	5%
COc1ccccc1CNC(=O)c1cc(S(=O)(=O)N2CCCC(C)C2)cn1C (stereo unspecified)	-1%
CCOC(=O)c1cnc2c(ccc3ccccc32)c1Nc1ccc(C(C)=O)cc1	-3%
CCOc1ccc2oc(=O)cc(CN3CCN(c4ccc(OC)cc4)CC3)c2c1	-3%
CC1CCN(C(=O)CSc2nnc(-c3ccccc3Cl)o2)CC1	1%
CCOc1ccc(-c2c(C)nn3c(-c4ccccc4)c(C(=O)NCCOC)cnc23)cc1OCC	-3%

An excerpt from above in order of molecular weight, ascending:
SMILES	Sm TGR block
CC1CCN(C(=O)CSc2nnc(-c3ccccc3Cl)o2)CC1	1%
CCCOc1ccc(CNC(=O)c2oc3ccc4c(c3c2C)C(=O)CC(C)(CC)O4)cc1 (stereo unspecified)	2%
CC(C)NS(=O)(=O)c1ccc2nc(NC(=O)c3cncc(Br)c3)sc2c1	0%
COc1ccc2c(CNCc3cccs3)c(C(=O)O)n(Cc3ccc(F)cc3Cl)c2c1	-6%
COc1cc(OC)cc(-c2cc3nc(C)c(CCC(=O)Nc4ccc(F)c(Cl)c4)c(C)n3n2)c1	-3%

Continued.
SMILES	Sm TGR block
Cc1ccc(-c2nc3scc(CCNC(=O)Cc4ccc(Cl)cc4)n3n2)cc1	-6%
O=C(NC1CC(=O)N(c2cccc(F)c2)C1)c1cc2ccccc2o1 (stereo unspecified)	10%
CCCCCCC1CCC(C(=O)NC(C(=O)O)C(C)C)CC1 (stereo unspecified)	-1%
CC(=O)Nc1nnc(SCc2cc(=O)c3cc(C)ccc3[nH]2)s1	-3%
Cc1ccc(Cl)cc1NC(=O)Cc1ccc(-n2c(C)nc3cccnc32)cc1	-14%
CCCCC(=O)Nc1ccc(OCc2cc(=O)n3c(C)csc3n2)cc1	-2%
CCN(CC)S(=O)(=O)c1ccc(NC(=O)c2c(C)oc3ncnc(N4CCCCC4)c23)cc1	0%
CCC(CC)C(=O)Nc1nnc(S(=O)(=O)N(C)c2cc(C)cc(C)c2)s1	-11%
COc1ccc(Cn2c(C(=O)O)c(CNCc3cccc(OC)c3)c3ccc(C)cc32)cc1	3%
CCC(Oc1ccccc1)C(=O)Nc1cc(-c2cccc(C)c2)nn1-c1ccccc1 (stereo unspecified)	7%

Screening data (PubChem)
